Screens from PubChem BioAssay.
MCF10A rerep = inducers of DNA re-replication in MCF 10A breast cells. MCF 10A DNA re-replication, Hoechst nuclear intensity, 48 h. Potency, µM (highest dose often 46.1 µM), for the others: at the highest dose activity, positive = re-replication, most hits filed as activators. 2.9% of 350,000 active. AID 624296; also: % of control where 0% means no effect; nearly all actives have a fitted effect of over 50% in size
ATXN2 expr inh = inhibitors of ATXN2 expression | HEK-293 ATXN2-luciferase reporter, luminescence, 24 h | Potency, µM (series often up to 57 µM), for the others: top-dose activity change, negative = inhibition, usual class: inhibitors | 0.72% of 360,000 active | AID 1745845; also: % is scaled to controls: 0 for no effect and ±100 for the full control effect; nearly all actives have a fitted effect of over 55% in size
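qHTS (up to 57 uM final) was run with 24 h compound exposure of reporter cells at 37 °C. Each well was multiplexed: SteadyGlo luminescence measured ATXN2-luciferase expression after a fluorogenic Gly-Phe-AFC viability readout (25 uM final).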
TGFb SMAD3 inh = blocks TGF-b signaling. HepG2 CAGA-GFP TGF-b/SMAD3 reporter, GFP fluorescence, 18 h; TGF-beta stimulated, 500 pg/mL final. Potency, µM (highest dose often 46.1 µM), without a hit: top-dose activity, negative = inhibition, usual class: inhibitors. 1.2% of 410,000 active; also: % is scaled to controls: 0 for no effect and ±100 for the full control effect; nearly all actives have a fitted effect of over 65% in size
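GFP signal (ex488/em500-530) from TGF-beta-stimulated HEPG2 CAGA-GFP cells, 500 pg/mL final, 18 h at 37 degrees C in DMEM plus 1% FBS, normalized to unstimulated and DMSO-stimulated controls.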
Nrf2 ARE act = activators of Nrf2 (ARE) signaling; AREc32 ARE-luciferase reporter (MCF7-derived line), luminescence, 24 h; Potency, µM (series often up to 46.1 µM), for inactives: at the top dose activation, hits mostly activators; 0.31% of 410,000 active; also: % of control where 0% means no effect; nearly all actives have a fitted effect of over 65% in size
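ARE activation measured as luciferase luminescence (Steady-Glo, 30 min RT) in AREc32_Fluc cells after 24 hr compound exposure at 37 deg C, 5% CO2; cells seeded overnight at 1000/well in OPTI-MEM, 5% FBS.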
HepG2 viability = counter-screen for TGF-b inhibitors: cytotoxicity in HepG2 cells; Potency, µM (series often up to 46.1 µM), for inactives: at the highest dose activity change, negative = cytotoxicity, hits mostly cytotoxic; AID 588856; 0.76% of 410,000 active; HepG2 CAGA-GFP viability, ATP luminescence, 18 h; also: some results filed as inactive show a strong effect at the top dose
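HepG2 CAGA-GFP cells (1000/well, DMEM with 1% FBS) received compound, then TGF-beta at 500 pg/mL final, and were incubated 18 hours at 37 degrees C. Viability was read by CellTiter-Glo luminescence. Media-only wells were set as complete cell-killing and DMSO as no toxicity.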
A549 tox = kills or reduces viability of A549 cells in Nrf2 counter-screen; A549 ARE-Fluc cells, CellTiter-Fluor viability, 18-24 h; Potency, µM (highest dose often 46 µM), for the others: at the highest dose activity change, negative = cytotoxicity, hits mostly inhibitors; 0.16% of 390,000 active; also: % is scaled to controls: 0 for no effect and ±100 for the full control effect
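Cytotoxicity counterscreen: CellTiter-Fluor fluorescence was measured in A549 ARE_Fluc cells after 18-24 h of compound exposure in a concentration series. The subsequent BugLite luminescent read reports ARE-luciferase activity.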
ATXN viability = cell viability loss in ATXN counter-screen. Potency, µM (doses to about 56.7 µM), hits mostly cytotoxic. S2 cells (HEK-293 line with an ATXN2-luciferase reporter) viability, CellTiter-Fluor protease fluorescence, 24 h. 0.49% of 400,000 active; also: nearly all actives have a fitted effect of over 40% in size
EPAC2 antag = EPAC2 (human) antagonism. Q8WZA2. EPAC2 GEF exchange of Rap1B-BODIPY-GDP, fluorescence. Potency, µM (top dose mostly 114 µM), for inactives: top-dose activity, negative = inhibition, actives largely listed as inhibitors. 0.18% of 360,000 active. AID 720708; also: % is scaled to controls: 0 for no effect and ±100 for the full control effect; nearly all actives have a fitted effect of over 45% in size; many of its hits are not listed in these tables
Target sequence (Q8WZA2 whole entry, looked up): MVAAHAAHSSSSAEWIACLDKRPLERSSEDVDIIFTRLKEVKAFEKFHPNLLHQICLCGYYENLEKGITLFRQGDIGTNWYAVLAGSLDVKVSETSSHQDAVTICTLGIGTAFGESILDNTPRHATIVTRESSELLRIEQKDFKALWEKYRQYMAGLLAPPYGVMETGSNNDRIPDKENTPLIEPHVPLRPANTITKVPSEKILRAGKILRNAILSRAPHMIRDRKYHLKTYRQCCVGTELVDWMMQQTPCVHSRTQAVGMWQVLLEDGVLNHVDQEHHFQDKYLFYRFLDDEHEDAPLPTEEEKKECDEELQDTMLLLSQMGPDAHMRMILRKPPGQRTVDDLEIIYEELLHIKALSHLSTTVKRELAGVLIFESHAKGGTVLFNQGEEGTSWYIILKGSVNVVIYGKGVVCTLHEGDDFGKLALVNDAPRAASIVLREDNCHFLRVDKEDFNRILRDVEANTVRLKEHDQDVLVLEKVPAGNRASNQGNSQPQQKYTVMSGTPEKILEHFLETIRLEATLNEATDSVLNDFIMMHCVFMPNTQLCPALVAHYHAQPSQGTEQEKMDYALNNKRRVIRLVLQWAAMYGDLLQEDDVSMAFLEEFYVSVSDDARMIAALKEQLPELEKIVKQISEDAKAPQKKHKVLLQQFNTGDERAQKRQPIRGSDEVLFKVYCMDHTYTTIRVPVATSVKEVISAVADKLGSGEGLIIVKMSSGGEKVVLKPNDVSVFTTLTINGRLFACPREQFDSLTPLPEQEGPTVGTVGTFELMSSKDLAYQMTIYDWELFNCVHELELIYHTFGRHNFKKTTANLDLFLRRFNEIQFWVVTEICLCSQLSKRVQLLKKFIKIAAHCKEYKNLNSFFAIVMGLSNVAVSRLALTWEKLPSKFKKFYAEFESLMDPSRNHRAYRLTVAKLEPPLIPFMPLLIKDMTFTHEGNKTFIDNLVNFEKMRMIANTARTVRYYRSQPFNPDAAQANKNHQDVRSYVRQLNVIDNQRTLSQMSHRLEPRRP
Nrf2 inh = blocks Nrf2 signaling. Potency, µM (top dose mostly 46 µM), inactives show top-dose activity change, negative = inhibition, actives largely listed as inhibitors. 2.1% of 360,000 active. A549 ARE-Fluc reporter, luciferase luminescence, 18-24 h. AID 504444; also: % is scaled to controls: 0 for no effect and ±100 for the full control effect; nearly all actives have a fitted effect of over 60% in size
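Quantitative HTS in A549 cells stably bearing an antioxidant response element-firefly luciferase construct. Inhibition of Nrf2-driven transcription was scored by luminescence after 18-24 h of compound exposure at 37 °C.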
* hit, by the source's call; i = inactive; ? = inconclusive; · = no result given; & = joins results of further samples; [ ] = remark or other dose. Calls follow the shape of the dose curve; as a rule, active = well fitted curve in the direction sought with a large enough effect; inconclusive = small, poorly fitted or top-dose-only effect, or another doubt; inactive = no such curve, though single readings can be large; an effect the other way counts as inactive or inconclusive. Potency is read from the fitted curve at half-maximal effect.

SMILES | MCF10A rerep | ATXN2 expr inh | TGFb SMAD3 inh | Nrf2 ARE act | HepG2 viability | A549 tox | ATXN viability | EPAC2 antag | Nrf2 inh
COC1=NC2=NCCN2C(OC)=N1 | 1% | 13% | 19% | -0.4% | 10% | 3% | i | 0% | -1%
O=C(CSc1nnc(COc2ccc(Cl)cc2)o1)N1CCN(c2ccccc2)CC1 | 7% | -10% | -4% | 0.0% | -15% | -10% | i | -2% | -9%
C/C(=N\Nc1ncc(Cl)cc1Cl)c1ccccn1 | -6% | · | 89%[activator] | 11% | -41% | ? | · | -11% | ·
O=C(Oc1cccc2cccnc12)c1cccs1 | 5.2µM* | -5% | ? | 16% | -42% | -2% | i | -19% | -2%
Cc1ccccc1NC(=O)Cn1c(=O)n(CCC(=O)N2CCc3ccccc3C2)c(=O)c2ccccc21 | · | 4% | -2% | -0.4% | -10% | -3% | i | · | -8%
Cc1noc(C)c1CSCC(=O)Nc1cc(C(F)(F)F)ccc1N1CCOCC1 | -3% | 4% | -16% | 0.1% | -24% | 2% | i | -3% | 12%
NC(=O)c1ccc(C(=O)N/N=C(/Cc2ccccc2)c2ccccc2)cc1 | -1% | 2% | -1% | -0.7% | 15% | -11% | i | 23% | 3%
COc1cccc(-c2nnn(CCC(=O)O)n2)c1 | -4% | -7% | -17% | 0.0% | -23% | -4% | i | 1% | 0%
Cc1ccc(CNC(=O)C2CCCN2C(=O)Nc2cccc(Cl)c2)cc1 (configuration not stated) | 8% | 3% | ? | -0.1% | -23% | -21% | ? | -4% | -17%
Fc1ccc(/C=N\Nc2cccc(F)c2)cc1 | -14% | -6% | 2% | -0.6%[9.22 µM] | -6% | 3% | i | -7% | 9%
C/C=C/C(O)c1ccc2ccccc2c1 (configuration not stated) | · | · | -3% | · | -20% | -2% | · | · | 20%
Cc1ccc(C(=O)N/C(=C/c2cccs2)C(=O)NCCCn2ccnc2)cc1 | 5% | 3% | -20% | -0.2% | -1% | -6% | ? | 1% | -2%
CCCCOc1ccc(C2C(=O)N(C3CCCCC3)CC(=O)N2CCCC)cc1 (configuration not stated) | · | · | 0% | 3.1% | -14% | -1% | · | · | ·
O=S1(=O)CC(N2CCC(Cc3ccccc3)CC2)CN1C1CCCCC1 (configuration not stated) | · | 12% | -18% | -0.5% | -14% | · | i | -22% | ·
Cc1ccc(NC(=O)CCCn2c(=S)[nH]c3ccsc3c2=O)cc1C | ? | -16% | 10% | 0.5% | -17% | -5% | i | 3% | -8%
O=C(CN1CCC(NC(=O)Cc2ccccc2)CC1)Nc1ccccc1Br | -3% | -19% | -6% | 1.9% | -7% | -7% | i | -2% | -21%
O=C(NC(=S)NCCCN1CCOCC1)c1cccc2ccccc12 | 0% | -21% | -1% | 0.3% | -6% | 2% | i | 6% | ?
Cc1ccc(NC(=O)CSc2nc3n[nH]c(C)c3c(=N)n2-c2ccccc2C)cc1C | · | -15% | -15% | -0.2% | -40% | 2% | i | · | ·
COc1ccc(N2CCN(C(=S)Nc3cccc(OC)c3)CC2)cc1 | 6% | -3% | 17% | 0.2% | 10% | 4% | i | -9% | -6%
COc1ccc(NC(=O)Nc2ccccc2F)c(C)c1 | ? | 11% | -20% | 2.9% | -19% | 4% | i | 2% | 2%

Complete entries as entered above.
Entry for `COc1ccc(N2CCN(C(=S)Nc3cccc(OC)c3)CC2)cc1` : MCF10A rerep = 6%; ATXN2 expr inh = -3%; TGFb SMAD3 inh = 17%; Nrf2 ARE act = 0.2%; HepG2 viability = 10%; A549 tox = 4%; ATXN viability = i; EPAC2 antag = -9%; Nrf2 inh = -6%
Entry for `Cc1noc(C)c1CSCC(=O)Nc1cc(C(F)(F)F)ccc1N1CCOCC1` : MCF10A rerep = -3%; ATXN2 expr inh = 4%; TGFb SMAD3 inh = -16%; Nrf2 ARE act = 0.1%; HepG2 viability = -24%; A549 tox = 2%; ATXN viability = i; EPAC2 antag = -3%; Nrf2 inh = 12%

Later entries:
SMILES | MCF10A rerep | ATXN2 expr inh | TGFb SMAD3 inh | Nrf2 ARE act | HepG2 viability | A549 tox | ATXN viability | EPAC2 antag | Nrf2 inh
CC(NC(=O)/C(=C/c1cccc([N+](=O)[O-])c1)NC(=O)c1ccco1)C(=O)O (configuration not stated) | -2% | -8% | 6% | -0.2% | 15% | -14% | i | 1% | 0%
COc1ccc(O)c(/C=N/NC(=O)c2c(C)nnn2-c2nonc2N)c1 | 1% | ? | -1% | -1.4% | -23% | 2% | i | 0% | -5%
Cc1cc(NC(=O)c2c(-c3c(F)cccc3Cl)noc2C)no1 | -1% | · | 0% | -0.8% | 108% | 6% | i | 6% | 2%
O=C(Nc1ccccn1)c1csc2c1CCCC2 | -48%[inhibitor] | 57%[activator] | -19% | 5µM* | -15% | 11% | i | -3% | ?
C=CCn1c(SCC)nc2sc3c(c2c1=O)CCc1ccccc1-3 | 23% | 18% | ? | 10% | 0% | -2% | i | -9% | ·
CC(C)CC(C(=O)NC(C)(C)C)N(Cc1cccs1)C(=O)c1snc(C(N)=O)c1N (configuration not stated) | 9% | · | -12% | -0.1% | -11% | -13% | i | -26% | -17%
COc1cc(C(=O)OCC(=O)N2CCCCC2C)ccc1OCc1c(C)noc1C (configuration not stated) | 4% | · | -4% | 3.7% | 5% | ? | i | 5% | 20%
Cc1ccc(NC(=O)c2ccc(S(=O)(=O)N3CCCCCC3)cc2)nc1 | 5% | 0% | -26% | 6.4% | 8% | 2% | i | -5% | ?
CCOC(=O)c1ccc(-n2c(CCC(=O)O)ccc2-c2ccccc2)cc1O | · | 9% | ? | 22% | -49% | -1% | i | · | -13%
CCCn1c(N)c(N(CCOC)C(=O)c2ccc(F)cc2F)c(=O)[nH]c1=O | -15% | -2% | 0% | -0.4% | -7% | 0% | i | 15% | -4%
CC1(C(=O)NC2CCCCC2)Cc2ccccc2C(=O)N1Cc1ccc(Cl)cc1 (configuration not stated) | · | · | · | -0.1% | -1% | 1% | · | · | 2%
Cc1ccc(C2=NN(CC(=O)NCCN(CC(C)C)CC(C)C)C(=O)CC2)cc1 | 7% | -12%&-8% | 0%&-1% | -0.2%&1.0% | -5%&-31% | -2%&9% | i | -7% | -7%
O=C(Nc1cccc(C(F)(F)F)c1)Nc1ccon1 | 20% | 5% | -1% | 1.4% | 7% | 0% | i | -8% | 5%
O=C(NCCCC1CCCC1)C1CCC(=O)N(Cc2ccccc2F)C1 (configuration not stated) | 2% | -1% | -27% | -0.1% | 10% | -3% | ? | 10% | 19%
CN(C)/C=N/c1nc(-c2ccc3c(c2)OCO3)cs1 | 9% | 60%[activator][11.3 µM] | -6% | 0.1% | 4% | -3% | i | 3% | ?
COc1cc(C2CC(=O)Oc3c2c(=O)n(C)c2ccccc32)cc(OC)c1OC (configuration not stated) | 6% | · | 1% | -0.7% | 2% | -11% | i | 6% | -6%
O=C(CC(C(=O)N1CCc2ccccc21)n1ccnc1)N1CCc2ccccc2C1 (configuration not stated) | 15% | -6% | ? | 9.5% | -32% | 0% | i | -3% | 7%
CC(=O)c1ccc(S(=O)(=O)N2CCC(c3nnc(SCCN4CCCC4)n3C)CC2)cc1 | ? | -8% | 5% | -0.2% | 4% | 0% | i | 0% | 3%
NC(=O)c1cccc(Nc2nc(C(N)COCc3ccccc3)cs2)n1 (configuration not stated) | · | -4% | -24% | 3.3% | -21% | · | i | 5% | ·
CCc1ccc(OCc2ccc(C(=O)NCc3ccccn3)o2)cc1 | 26% | 31% | 2% | 2.6% | -9% | 3% | i | -18% | 64%
CCOC(=O)c1cc(-c2ccccc2)n(CCCC(=O)Nc2cccc(Cl)c2C)c1C | · | · | 11µM* | 4.6% | -56% | -1% | · | · | ·
Cc1ccc(S(=O)(=O)N(C)C)cc1NC(=O)COC(=O)C1CCCC1 | 21% | 9% | -9% | -0.6% | -3% | 5% | ? | 16% | 12%
O=C(NCc1ccccn1)c1ccc(OC2CCN(Cc3ccc(CO)o3)CC2)cc1 | 12% | -5% | 8% | -0.8% | 3% | 0% | i | 9% | 6%
CC(=O)c1c(C)[nH]c(C(=O)NCCN2CCC(C)CC2)c1C | 1% | 5% | -27% | -0.8% | -12% | 15% | i | 10% | 6%
NS(=O)(=O)c1cc(C(=O)OCC(=O)c2ccc3c(c2)OCCO3)ccc1Cl | 9% | · | 13% | 2.6% | -18% | -2% | i | 2%[57.1 µM] | 6%
O=C(Cn1sc2ccccc2c1=O)Nc1ccc(Cl)cc1 | · | -20% | 11µM* | ? | -57% | · | ? | 3% | ·
Nc1nc(-c2cccc(NS(=O)(=O)c3ccccc3)c2)cs1 | 10% | 13% | -5% | -0.9% | -21% | -2% | i | 0% | ?
CCc1nnc(NCC(=O)N2CCc3ccccc32)s1 | 21% | 7% | -5% | 4.1% | 1% | -2% | i | 4% | ?
CCN(CC)S(=O)(=O)c1ccc(OC)c(NC(=O)OCc2ccccc2)c1 | 9% | 12% | -14% | -0.5% | -43% | 2% | i | -10% | -2%
O=C(N/C(=C/c1ccc(Br)cc1)c1nc2ccccc2[nH]1)c1ccco1 | -7% | -16% | 2% | 0.6% | -22% | -5% | i | -4% | 17%
Cc1cnc(C(=O)OCC(=O)c2cc(C)n(CCc3ccc(F)cc3)c2C)cn1 | · | · | -2% | -0.9% | -18% | · | i | -11% | ·
CCCCCCn1c(N2CCCC2)nc2c1c(=O)[nH]c(=O)n2C | 1% | -4% | 4% | -1.6% | -27% | 0% | i | 2% | ?
Cc1ccnc2nc(C(=O)Nc3nc4ccccc4s3)nn12 | 0% | ? | 2% | -0.9% | -9% | 1% | i | -1% | ?
Cc1ccccc1NC(=O)Cc1nc(COC(=O)c2ccc([N+](=O)[O-])cc2)cs1 | 0% | 4% | -4% | 0.3% | 10% | 0% | i | 2% | -11%
O=C(Nc1cc(C(F)(F)F)ccc1Cl)C(Sc1n[nH]c(=O)[nH]c1=O)c1ccccc1 (configuration not stated) | ? | -3% | -22% | 2.5% | -12% | -8% | i | -13% | -7%
COc1ccccc1C(=O)Nc1ccccc1N1CCN(C(=O)c2ccc(Cl)cc2)CC1 | 7% | -38% | -22% | 3.0% | 3% | 3% | i | -10% | ?

Only part of the results is shown; count on the stated rates, not on these rows.
